Bim-Mcl-1 = inhibitors of Bim peptide binding to Mcl-1, primary screen, biochemical, bead-based flow cytometry, multiplex | Induced myeloid leukemia cell differentiation protein Mcl-1 (Homo sapiens), Q07820 | actives 0.1% (n = 190,000) | inhibition, % at 10 µM | Bim peptide-Mcl-1 binding;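 also: 0% = no compound tracer wells and 100% = peptide blocker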
ABCG2 block = ABCG2 efflux pump inhibitors, primary screen, multiplex with ABCB1, IgMXP3 cells, flow cytometry. AID 1325, 2008. inhibition, % at 6.6 µM. JC-1 efflux. actives 0.1% (n = 190,000). Broad substrate specificity ATP-binding cassette transporter ABCG2 (Homo sapiens), Q9UNQ0;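 active = inhibition above 80%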;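 also: 0% = DMSO and 100% = nicardipine control wells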
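Measure – % inhibition of efflux relative to nicardipine and DMSO · Test system – ABCG2 IgMXP3 and barcoded ABCB1 CCRF-Adr cell mix · Control set – nicardipine as high control, DMSO as low control · Compound – one concentration, 6.6 µM final · Signal – flow cytometry of retained JC-1 fluorescence · Timing – 10 min exposure at 25 °C with rotation, no wash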
RGS4-Gao reg = modulators of RGS4 binding to Galphao, primary screen, biochemical, multiplexed bead flow cytometry; actives 0.33% (n = 220,000); actives lie on both sides; binding response (% of control), % at 10 µM; in the data active = binding response below about 49% or above about 150%; inactive = in between;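 also: fluorescent Galphao activated with aluminum fluoride binding bead-coupled RGS4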
Bim-Bcl-B = inhibitors of Bim-Bcl-B binding, primary screen, biochemical, multiplexed, human Bcl-2 family | Bcl-2-like protein 10 (Homo sapiens), Q9HD36 | inhibition, % at 10 µM | bead-based flow cytometry, Bim peptide-Bcl-B binding | actives 0.073% (n = 190,000);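 also: 0% = tracer peptide without compound and 100% = reference inhibitor peptide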
ABCB1 inh = ABCB1 efflux pump inhibitors, primary screen, cell-based, multiplex, flow cytometry, ABCG2 counter-screen | ATP-dependent translocase ABCB1 (Homo sapiens), P08183 | CCRF-Adr cells, JC-1 efflux | inhibition, % at 6.6 µM | actives 0.067% (n = 190,000) | AID 1326, 2008; in the data active = inhibition above about 40%;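 also: 0% = vehicle and 100% = reference inhibitor; higher value means more JC-1 retained so stronger ABCB1 efflux block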
Target sequence (P08183 whole entry, looked up): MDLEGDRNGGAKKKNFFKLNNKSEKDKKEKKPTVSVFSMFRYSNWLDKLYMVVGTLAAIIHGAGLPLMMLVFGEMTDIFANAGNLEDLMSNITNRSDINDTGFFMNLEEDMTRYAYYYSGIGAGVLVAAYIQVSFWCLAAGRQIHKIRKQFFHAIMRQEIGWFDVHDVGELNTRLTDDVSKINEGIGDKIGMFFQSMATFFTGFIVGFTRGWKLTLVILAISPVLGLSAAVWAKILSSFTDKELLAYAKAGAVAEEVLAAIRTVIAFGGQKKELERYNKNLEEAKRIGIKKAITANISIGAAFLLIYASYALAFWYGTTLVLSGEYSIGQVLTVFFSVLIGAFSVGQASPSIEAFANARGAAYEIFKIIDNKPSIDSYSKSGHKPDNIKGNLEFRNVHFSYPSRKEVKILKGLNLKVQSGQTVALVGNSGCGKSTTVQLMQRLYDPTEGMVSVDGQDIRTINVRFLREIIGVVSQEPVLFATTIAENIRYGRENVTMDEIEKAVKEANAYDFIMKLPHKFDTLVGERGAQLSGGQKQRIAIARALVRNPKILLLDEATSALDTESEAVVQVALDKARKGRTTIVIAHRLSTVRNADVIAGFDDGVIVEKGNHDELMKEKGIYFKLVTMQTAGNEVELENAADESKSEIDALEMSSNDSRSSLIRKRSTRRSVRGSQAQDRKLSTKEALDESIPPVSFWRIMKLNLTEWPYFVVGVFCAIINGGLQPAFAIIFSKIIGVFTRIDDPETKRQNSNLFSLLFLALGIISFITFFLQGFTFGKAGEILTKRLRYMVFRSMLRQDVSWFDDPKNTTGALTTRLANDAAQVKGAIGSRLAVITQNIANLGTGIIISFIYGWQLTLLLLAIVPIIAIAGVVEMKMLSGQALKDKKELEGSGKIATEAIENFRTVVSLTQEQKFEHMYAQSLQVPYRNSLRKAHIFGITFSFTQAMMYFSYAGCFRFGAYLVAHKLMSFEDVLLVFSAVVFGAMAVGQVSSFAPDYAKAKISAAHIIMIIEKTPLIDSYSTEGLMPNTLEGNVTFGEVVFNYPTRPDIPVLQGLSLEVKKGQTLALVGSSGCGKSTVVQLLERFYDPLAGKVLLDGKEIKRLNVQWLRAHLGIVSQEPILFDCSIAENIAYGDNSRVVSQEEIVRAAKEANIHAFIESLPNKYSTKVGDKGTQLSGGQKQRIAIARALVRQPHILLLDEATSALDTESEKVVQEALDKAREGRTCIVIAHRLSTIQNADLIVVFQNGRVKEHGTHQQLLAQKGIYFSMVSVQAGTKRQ
RGS8-Gao reg = RGS8-Galphao binding modulators, primary screen, biochemical, multiplexed bead flow cytometry; Guanine nucleotide-binding protein G(o) subunit alpha (Homo sapiens), P09471; actives lie on both sides; response (percent of control binding), % at 10 µM; actives 0.34% (n = 220,000); in the data active = response below about 60% or above about 140%; inactive = in between;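 also: Galphao activated as the GDP aluminium fluoride complex binding bead-coupled RGS8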
Bim-Bcl-W = inhibitors of Bim binding to Bcl-W, primary screen, biochemical, multiplexed, bead-based flow cytometry; Bcl-2-like protein 2 (Homo sapiens), Q92843; Bim peptide-Bcl-W binding; inhibition, % at 10 µM; actives 0.02% (n = 190,000);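 also: 0% = bound tracer without compound and 100% = peptide blocker; higher means less fluorescent Bim peptide bound to Bcl-W beads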
Bcl-2 Bim block = inhibitors of Bim-Bcl-2 binding, primary screen, biochemical, multiplexed, human Bcl-2 family; Apoptosis regulator Bcl-2 (Homo sapiens), P10415; inhibition, % at 10 µM; actives 0.06% (n = 190,000); Bead-based flow cytometry, Bim peptide-Bcl-2 binding; in the data active = inhibition above about 40%; inconclusive = no clear call, values can overlap the other calls;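 also: 0% = no compound wells with probe peptide and 100% = reference peptide inhibitor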
RGS7-Gao reg = RGS7-Galphao binding modulators, primary screen, biochemical, multiplexed bead flow cytometry; Guanine nucleotide-binding protein G(o) subunit alpha (Homo sapiens), P09471; actives lie on both sides; binding response (% of control), % at 10 µM; actives 0.35% (n = 220,000); AID 1439, 2008; in the data active = binding response below about 49% or above about 150%; inconclusive = no clear call, values can overlap the other calls; inactive = in between;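 also: fluorescent Galphao held in activated GDP-AlF4 state binding bead-coupled RGS7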
Bcl-XL Bim block = inhibitors of Bim-Bcl-XL binding, primary screen, biochemical, multiplexed, bead flow cytometry, human Bcl-XL | Bcl-2-like protein 1 (Homo sapiens), Q07817 | Bim peptide-Bcl-XL binding, fluorescence | inhibition, % at 10 µM | actives 0.04% (n = 190,000) | AID 1007, 2008
Bfl-1 Bim block = inhibitors of Bim binding to Bfl-1, primary screen, biochemical, multiplexed, bead-based flow cytometry; actives 0.12% (n = 190,000); Bcl-2-related protein A1 (Homo sapiens), Q16548; Bim-Bfl-1 binding inhibition; AID 1008, 2008; inhibition, % at 10 µM;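 also: 0% = wells without compound plus tracer and 100% = blocker peptide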
The depositor's hits bear a star; ? = inconclusive. Rule as the data show it, unless noted: active = inhibition above about 40%.

Below each compound: Bfl-1 Bim block, RGS4-Gao reg, Bim-Bcl-B, RGS7-Gao reg, Bcl-2 Bim block, Bcl-XL Bim block, Bim-Mcl-1, ABCB1 inh, ABCG2 block, RGS8-Gao reg, Bim-Bcl-W
Cc1ccccc1NC1=CC(=O)CC(C)(C)C1
→ -1, 102, -2, 97, 4, -2, -2, 0.6, 0, 100, 0
Cc1ccc(C(c2nnnn2C2CCCC2)N2c3ccccc3CC2C)cc1 (stereo not drawn)
→ 4, 93, -4, 90, -2, -7, -8, 1.8, 12, 101, -5
O=C(O)/C(=C\c1ccccc1Cl)c1ccc(S(=O)(=O)N2CCCCC2)s1
→ -2, 96, -3, 94, 0, -7, 0, 0.0, -1, 102, -7
CC(Nc1cc(N2CCN(S(=O)(=O)N(C)C)CC2)ccc1[N+](=O)[O-])c1ccccc1 (stereo not drawn)
→ -7, 101, -9, ?, -5, -6, -4, 4.1, 41, 102, -4
CCOc1cc(C)c(C(C)C)cc1S(=O)(=O)N1CC(C)OC(C)C1 (stereo not drawn)
→ -13, 99, -6, 96, -11, 8, -6, 0.3, 6, 98, 3
O=C(C[n+]1cccc(CNC(=O)c2ccc(OC(F)F)cc2)c1)Nc1cc(C(F)(F)F)ccc1Cl
→ -2, 115, 2, 111, -7, -2, -1, 0.6, 3, 100, -2
CCOC(=O)N1CC=C2C(C#N)=C(N)C(C#N)(C#N)[C@H](c3cccs3)[C@H]2C1
→ -3, 97, -7, 99, -4, -2, 1, 0.4, 5, 102, 0
Cc1ccc(C)c(-c2nc3cc(N)ccc3o2)c1
→ -1, 101, 0, 106, -3, 0, 0, -0.1, 1, 97, 0
O=C(Nc1ccc(C(=O)Oc2ccccc2)c(O)c1)c1ccco1
→ 1, 102, -1, 102, -2, 0, -4, 2.5, 22, 103, 0
O=C1CS/C(=N/N=C2CCCC2)N1
→ -5, 99, -7, 100, -4, -2, -2, 0.0, 0, 103, 0
Cc1ccc(S(=O)(=O)NNC(=O)C2COc3ccccc3O2)cc1C (stereo not drawn)
→ -5, 100, -3, 100, -1, -4, -1, 0.2, 1, 101, -1
O=C(CSc1nc2[nH]ncc2c(=O)n1-c1ccccc1)c1ccc2c(c1)OCCO2
→ -2, 95, -6, 99, -11, -3, -4, 2.4, 12, 99, -2
CC(C)N=C1NN=C(c2ccc(Cl)c(Cl)c2)CS1
→ 7, 120, -2, 119, 0, 2, -3, -0.6, 0, 116, 4
CCc1c(C)nc2cc(-c3ccc(OC)c(OC)c3)nn2c1N1CCCC1
→ -6, 104, -3, 98, -3, 2, 1, 1.1, 2, 103, -3
COc1ccc(/C(N)=N/OC(=O)c2cc(-c3ccccc3)nc3ccccc23)cc1
→ 0, 89, -7, 98, -4, -1, -5, 1.3, 5, 98, -3
CNCCCNC(=O)c1ccc(/C=N/O)nc1
→ -6, 101, -2, 102, -5, 0, 0, 1.2, 2, 100, -1
COc1ccc(CCNC(=O)c2ccc(-c3cccc([N+](=O)[O-])c3)o2)cc1OC
→ -2, 102, -4, 102, -7, -1, -3, 2.6, 12, 102, 0
COc1ccc(CCNC(=O)CCN2C(=O)c3cccc4cccc(c34)C2=O)cc1OC
→ -4, 106, -5, ?, 1, -1, 0, 1.7, 24, 103, 0
Cc1cccc(NC(=S)N(Cc2ccc(Br)cc2)Cc2ccc(C(=O)O)cc2)c1
→ -1, 104, -6, 105, -3, -8, -1, -0.5, 0, 102, -2
CC(=O)c1cc(CN2CCC(N3CCC(C(=O)N4CCCC4)CC3)CC2)cs1
→ -4, 88, 0, 95, -4, -3, 4, 0.7, 4, 87, -1
CCOCCCn1c(=N)c(C(=O)NCc2ccc3c(c2)OCO3)cc2c(=O)n3cccc(C)c3nc21
→ -1, 94, 0, 97, -2, 0, -2, 0.8, 5, 102, 0
CC(C)C(=O)NC(Nc1cccc([N+](=O)[O-])c1)C(Cl)(Cl)Cl (stereo not drawn)
→ -6, 102, -3, 101, -6, -3, -2, 0.6, 1, 103, -3
CCc1nnc(NC(=O)c2sc3nc4c(cc3c2N)CCCCCC4)s1
→ -13, 101, -9, 97, -7, -10, -4, 0.0, 0, 100, -7
CSc1ncccc1C(=O)OCC(=O)Nc1ccc(S(=O)(=O)N2CCCC2)cc1
→ -1, 101, -4, 103, -1, -6, -3, 0.0, -1, 104, -1
Cc1nc(C(F)(F)F)c(C(=O)N=CN(C)C)s1
→ -4, 96, -5, 96, -3, 0, 0, 0.1, 0, 94, 0
Cc1ccccc1OCCN1C(=O)C(=O)c2cccc(C)c21
→ 0, 104, 0, 100, 1, -7, -6, 0.8, 10, 102, -8
C(=N\n1c2ccccc2c2ccccc21)/c1ccccc1
→ -14, 101, -12, 115, -8, -8, -3, 0.8, 17, 101, -5
O=C(Cn1c2[n+](c3ccc(C(F)(F)F)cc31)CCCCC2)Nc1ccccc1
→ -1, 105, -4, 104, 1, -3, -2, 0.8, 3, 101, -1
Cc1ccc2occ(CN3CCN(Cc4ccccc4)CC3)c(=O)c2c1
→ -15, 103, -6, 100, -8, -9, -1, 1.6, 6, 102, 0
O=C(NCc1cccs1)c1ccc(N2CCCCC2)nc1
→ -16, 97, -9, 92, -10, -1, -2, 1.3, 8, 100, 2
Cn1c(-c2ccc(C=O)s2)nc2c3ccccc3c3ccccc3c21
→ -6, 99, -12, 100, 5, 10, 4, 0.8, 0, 94, 10
Cc1ccccc1-n1c(=O)/c(=C\c2ccco2)s/c1=C(/C#N)C(=O)Nc1ccccc1
→ -4, 98, -9, 99, -4, -16, 0, 0.5, 1, 94, 5
Cc1ccc[n+](/C(=C\C(=C=[N-])C#N)C(=O)c2ccc(Cl)cc2)c1
→ -7, 102, -3, 101, -3, -2, -2, 0.2, 2, 103, -2
COc1cc(CNn2cn[nH]c2=S)cc(Cl)c1OCc1ccccc1
→ 0, 101, -13, 98, -3, -5, -3, -0.2, -1, 95, 0
CC(=O)Oc1ccc(C(c2ccc(OC(C)=O)cc2)c2ccccn2)cc1
→ 2, 93, -12, 95, 3, -5, -2, -0.2, 0, 83, -3
CCc1cccc(NC(=S)Nc2ccc(CN3CCOCC3)cc2)c1
→ -6, 103, -5, 104, 0, -1, -3, 0.4, 6, 103, -2
C=CCC(=O)N1CCCC(CNC(=O)c2ccc(-c3ccccc3)cc2)C1 (stereo not drawn)
→ -3, 102, 0, 101, -1, 0, 5, 0.0, 1, 102, 4
Cc1c(Cl)cccc1NC(=O)c1ccc(-n2ccnc2)nc1
→ 0, 95, 0, 93, 0, 0, -1, 0.3, 1, 99, -1
CSc1ccc(Cl)c(C(=O)NCCOc2cc(C(C)C)ccc2C)c1
→ 0, 103, 0, 102, -5, -2, -4, 0.5, 3, 96, -9
CC(=Nc1ccc(C)cc1)c1sc2ccccc2c1O
→ -15, 103, -6, 99, -8, -3, -1, -0.2, 4, 103, 2
O=C(CCCSc1nc2sc3c(c2c(=O)[nH]1)CCC3)NCCCO
→ -11, 98, -12, 94, -11, -5, 0, 1.4, 42, 100, -1
Cc1ccc(-c2nnc(N)s2)cc1
→ -1, 99, -8, 101, -5, -5, -2, 1.3, 6, 103, -4
C=CCn1c(SCC(=O)NCc2ccccc2)nnc1C1CCCCC1
→ 0, 96, 1, 97, 0, 0, 0, 1.9, 9, 99, -1
CCCc1nn(C)c(C(=O)Nc2ccc3ccccc3c2)c1Cl
→ -1, 100, -7, 104, -5, -5, -4, -1.0, -2, 101, -2
Cc1ccc(Oc2ccccc2/C=N/O)cc1
→ -2, 103, 0, 101, -1, -2, -4, 1.6, 6, 102, 0
CNC(=O)[C@@H]1C[C@H]1[C@@H](NC(=O)OCc1ccccc1)c1ccccc1
→ -1, 107, -5, 105, -1, -4, -3, 0.6, 2, 104, -1
Cc1ccc(OCCn2cc(/C=N/NC(=O)c3ccncc3)c3ccccc32)cc1
→ -2, 104, -10, 100, -1, -8, -5, 0.5, 5, 100, -3
CCOc1ccccc1CNC(CC)CO (stereo not drawn)
→ -3, 101, -3, 103, -2, -1, 2, 0.3, 2, 100, 2
Cc1ccc(/C=C/C(=O)N2CC(C)CC(C)C2)o1 (stereo not drawn)
→ 3, 98, -17, 100, -3, -8, -7, -0.2, -1, 93, -2
CCc1ccc(S(=O)(=O)/N=C2/C=C(Sc3ncn[nH]3)C(=O)c3ccccc32)cc1
→ 0, 92, -3, 84, 1, -1, 1, -0.3, -5, 63, 1

Arranged by the number under Bim-Bcl-B (descending): some entries from above.
compound	Bfl-1 Bim block	RGS4-Gao reg	Bim-Bcl-B	RGS7-Gao reg	Bcl-XL Bim block	Bim-Mcl-1	ABCG2 block	RGS8-Gao reg	Bim-Bcl-W
C=CCn1c(SCC(=O)NCc2ccccc2)nnc1C1CCCCC1	0	96	1	97	0	0	9	99	-1
CCc1ccc(S(=O)(=O)/N=C2/C=C(Sc3ncn[nH]3)C(=O)c3ccccc32)cc1	0	92	-3	84	-1	1	-5	63	1
Cc1ccc(/C=C/C(=O)N2CC(C)CC(C)C2)o1 (stereo not drawn)	3	98	-17	100	-8	-7	-1	93	-2
